Shiga toxin inh – A qHTS for Small Molecule Inhibitors of Shiga Toxin. Vero cells, Shiga toxin protein synthesis inhibition reporter. inhibition, % at 38.7 µM. 290,000 tested, 9.2% active. AID 2315, 2010; in the data active = inhibition mostly above about 28%, no sharp cut-off; inactive = mostly below about 43%; also: 0% is about no effect
FBPA Giardia inh – qHTS Assay for Inhibitors of Fructose-1,6-bisphosphate Aldolase from Giardia Lamblia. 290,000 tested, 0.71% active. Potency, µM (doses to about 59.6 µM), for the others: top-dose activity, negative = inhibition, hits mostly inhibitors. AID 2451, 2010. purified Giardia FBPA. A8B2U2; also: potency is read from the fitted curve at half-maximal effect; % is scaled to controls: 0 for no effect and ±100 for the full control effect; nearly all actives have a fitted effect of over 55% in size
Target sequence (A8B2U2 whole entry, looked up): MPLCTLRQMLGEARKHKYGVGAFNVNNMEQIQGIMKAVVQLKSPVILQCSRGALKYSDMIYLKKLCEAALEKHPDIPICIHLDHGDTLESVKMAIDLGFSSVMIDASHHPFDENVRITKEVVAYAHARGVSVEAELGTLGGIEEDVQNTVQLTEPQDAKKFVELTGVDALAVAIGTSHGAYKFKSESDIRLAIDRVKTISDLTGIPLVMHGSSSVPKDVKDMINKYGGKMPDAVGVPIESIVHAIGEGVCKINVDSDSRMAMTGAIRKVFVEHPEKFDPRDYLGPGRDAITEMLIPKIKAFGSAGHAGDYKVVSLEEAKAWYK
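40 nM FBPA preincubated 10 min at RT with compound (up to 57.5 uM final), then substrate plus GAPDH/TPI/NAD/arsenate coupling and diaphorase/resazurin added. Fluorescence read after 20 min at RT, 525/598 nm.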
Pf growth 48h – Primary qHTS for delayed death inhibitors of the malarial parasite plastid, 48 hour incubation. P. falciparum luciferase growth in erythrocytes, 48 h. Potency, µM (titrated, usually from 28.7 µM), for the others: at the top dose activity change, negative = inhibition, hits mostly inhibitors. 310,000 tested, 5.9% active; also: potency is read from the fitted curve at half-maximal effect; % is scaled to controls: 0 for no effect and ±100 for the full control effect
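In quantitative HTS format, infected erythrocytes bearing luciferase-reporter parasites were treated for a single generation at 37 C. Luminescence after adding detection reagent served as the growth measure.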
Pf growth 96h – Primary qHTS for delayed death inhibitors of the malarial parasite plastid, 96 hour incubation; P. falciparum luciferase reporter growth, 96 h; Potency, µM (series often up to 28.7 µM), inactives show at the highest dose activity change, negative = inhibition, most hits filed as inhibitors; 320,000 tested, 6.9% active; AID 504834, 2011; also: potency is read from the fitted curve at half-maximal effect; % is scaled to controls: 0 for no effect and ±100 for the full control effect
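Delayed-death screen, second-generation endpoint: infected erythrocytes, 2% hematocrit, 0.05% parasitemia final; 96 hours at 37 C, 5% CO2; luciferase detection reagent; luminescence decrease equals reduced growth.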
Sm TGR inh – qHTS Assay for the Inhibitors of Schistosoma Mansoni Peroxiredoxins; purified TGR, DTNB reduction, TNB absorbance 405 nm; Potency, µM (highest dose often 114 µM), for the others: top-dose activity change, negative = inhibition, usual class: inhibitors; 360,000 tested, 3% active; also: potency is read from the fitted curve at half-maximal effect; % is scaled to controls: 0 for no effect and ±100 for the full control effect; nearly all actives have a fitted effect of over 60% in size
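Kinetic colorimetric format: TGR-catalysed, NADPH-driven DTNB reduction monitored via TNB absorbance. Enzyme dispensed at 20 nM; compound exposure 15 min at room temperature before reaction start.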
Cycloheximide cs – Cycloheximide Counterscreen for Small Molecule Inhibitors of Shiga Toxin | cell reporter, cycloheximide protein synthesis inhibition counterscreen | max response, % | 300,000 tested, 12% active | AID 2314, 2010; in the data active = max response mostly above about 13%, no sharp cut-off; inactive = mostly below about 14%; also: read at 38.3 µM for the half of the compounds with a filed dose; 0% is about no effect
Numbers without * were called inactive; ? = inconclusive; . = no result given; & = joins results of further samples; [ ] = another dose, or the depositor's remark. Unless noted, calls follow the shape of the dose curve; as a rule, active = well fitted curve in the direction sought with a large enough effect; inconclusive = small, poorly fitted or top-dose-only effect, or another doubt; inactive = no such curve, though single readings can be large; an effect the other way counts as inactive or inconclusive.

SMILES	Shiga toxin inh	FBPA Giardia inh	Pf growth 48h	Pf growth 96h	Sm TGR inh	Cycloheximide cs
N#Cc1ccc(COn2nnc3ccccc32)cc1	33	-1%	0%	45%[activator]	10%	31*
O=C(NCCc1ccccc1Cl)C1CC(=O)N(C2CCCCC2)C1 (stereo unspecified)	-7	9%	-4%	28%	14%	-4
Cc1c(C(c2ccc(Cl)cc2Cl)c2c(O)c3ccccc3oc2=O)c(=O)n(-c2ccccc2)n1C (stereo unspecified)	-5	22%	22%	65%[activator]	-1%&-15%	3
COc1ccccc1CNC(=O)C(CC(C)C)NS(=O)(=O)c1ccc2c(c1)oc(=O)n2C (stereo unspecified)	-10	0%	.	-33%	0%&3%	-5
O=C(Nc1ccc(SC(F)F)cc1)c1cccc2nc3ccccc3nc12	-28	5%	56%[activator]	23%	-28%	-1
COc1ccc(C2=NCC(CSc3nnnn3C)S2)cc1 (stereo unspecified)	10	?	15%	.	-4%	-3
O=C(O)CNC(=O)c1ccc(NC(=O)/C(=C/c2ccccc2)NC(=O)c2ccco2)cc1	10	-3%	39%[activator]	?	-20%	2
CCCCN1C(=O)C(NC(C)=O)c2cc(Br)ccc21 (stereo unspecified)	-27	8%	?	?	6%	-4
O=C(O)c1ncsc1-c1ccccc1	13	?	11%	-2%	83%[activator]	6
CCC(=O)Nc1ccc(C(=O)CSc2nc(N)cc(N)n2)cc1	1	0%	114%[activator]	15%	2%	-1
Cc1ccc(OCC(=O)Oc2c(C)cccc2C)cc1	1	4%	7%	0.33µM*	-11%	1
CC(=O)Nc1ccc(NC(=O)[C@@H](NC(=O)c2cccc(C)c2)C(C)C)cc1	-3	.	11%	15%	0%	-5
O=C1C=C(c2ccc(Cl)nc2)C[C@@H](c2ccc3c(c2)OCO3)C1	.	.	-13%	?	-2%	.
COc1ccc(CNC(=O)c2ccc(CS(=O)c3ccccc3)o2)cc1 (stereo unspecified)	9	.	-5%	-27%	-34%	-7
CCOc1cc(C(N)=O)cc(OCC)c1OCC	-41	4%	7%	?	-10%	-4
N#CCC(=O)N/N=C/c1ccc(OC2CSC2)cc1	28	0%	68%[activator]	-185%	9%[57.1 µM]	9
CCOc1ccc(OCC)c(NC(=O)CSc2nc3ccccc3c(=O)n2C)c1	-2	4%	-12%	?	10%	1
COc1ccc(OCc2nc(N)nc(Nc3ccccc3OC)n2)cc1	11	1%	1%	8%	?	7
Nc1nnc(-c2ccc(Cl)cc2)s1	66	3%	46%[activator]	.	33%	23
CCC(C)NC(=O)c1cn(C)c(=O)c2cc(OC)c(OC)cc12 (stereo unspecified)	-2	-2%	0%	9.3µM*	-14%	-2
O=C1CCN(S(=O)(=O)c2ccccc2)N1	-12	-2%	-8%	0%	-22%	-1
O=C(O)Cn1c(=O)c(F)cn(C2CCCO2)c1=O (stereo unspecified)	-6	-11%	17%	24%	5%	-5
Cc1ccc2nc(-c3cccc(-c4cccc(Cl)c4)c3)c(NCc3ccccc3)n2c1	.	.	7.4µM*	10µM*	3%	.
Cc1nc(-c2ccccc2Cl)sc1C(=O)/C=C/N(C)C	64	-1%	19%	74%[activator]	0%	24*
OC(c1cccc(Cl)c1)(c1cccc(Cl)c1)C1CN2CCC1CC2 (stereo unspecified)	-20	-7%	?	-24%	0%	-11

Other entries.
SMILES	Shiga toxin inh	FBPA Giardia inh	Pf growth 48h	Pf growth 96h	Sm TGR inh	Cycloheximide cs
Cc1noc(C)c1COC(=O)CN(C)S(=O)(=O)c1ccc(Cl)cc1	-31	4%	2%	.	-12%	-2
O=C(COC(=O)c1cccnc1Cl)NCc1ccco1	5	4%	-4%	23%	?	-1
Cc1ccc(S(=O)(=O)NC(=O)Nc2ccc(OC(F)F)cc2)cc1	3	-1%	25%	3%	16%	-3
COC(=O)c1nnn(CC(=O)Nc2cccc(Cl)c2C)c1C(=O)OC	-14	2%	.	-1%	-18%	-3
O=C(Nc1ccc(Cl)c(Cl)c1)Nc1ccccc1C(=O)O	41	-8%	117%[activator]	42%[activator]	.	30*
COc1ccc(C2=Nn3c(nnc3-c3ccc(OC)c(OC)c3)SC2)cc1OC	-5	1%	.	.	.	5
COc1cc(OC)c(OC)cc1CNC(=O)c1ccc(COc2ccccc2)cc1	28	3%	-25%	?	-1%	21
CC(C)(C)C(=O)Nc1ccc(C(=O)Nc2cccnc2)cc1	52	1%	.	154%[activator]	4%	43*
O=C(COC(=O)Cc1ccccc1F)Nc1ccc2c(c1)OCCO2	59*	-3%	12%	0%	-2%	33*
CNc1csc(C)c(C)c1=O	-15	2%	1%	.	8%	2
CCOC(=O)CNC(=O)c1cnn2cccnc12	51	-8%	26%	?	6%	42*
CCOC(=O)c1c(NC(=O)CSc2nnc(C)o2)sc(C)c1C	-4	5%	-23%	41%[activator]	?	-5
O=C(O)[C@@H]1CCCN(S(=O)(=O)c2cccc3cccnc23)C1	.	.	13%	25%	?	.
COc1ccc(NC(=O)CN2CCCCCC2)cc1OC	21	-5%	13%	23%	-12%	-9
Cc1sc2nc(CN3CCOCC3)nc(N3CCC(C(N)=O)CC3)c2c1C	20	-15%	-21%	?	-24%	-2
O=C(C1CCN(S(=O)(=O)c2cccc3nsnc23)CC1)N1CCCc2ccccc21	-12	1%	?	.	16%	1
CCc1nnc(NC(=O)CCC(=O)N2CCCC(O)C2)s1 (stereo unspecified)	-8	-12%	?	14%	7%	-1
CC(=O)Oc1c(Cl)c(N2CCOCC2)c(OC(C)=O)c2ccccc12	-18	-20%	?	-11%	-10%	-3
Cc1ccc2c(nc3s/c(=C/c4cccs4)c(=O)n32)c1C	65	2%	55%[activator]	.	-5%	30*
COc1ccc(CNC(=O)Cn2cc(C(F)(F)F)ccc2=O)cc1OC	8	-9%	4%	8%	-5%	-6
COc1cccc(/C=C/C(=O)Nc2ccc3c(c2)OCCO3)c1	71*	-29%	333%[activator]	38%[activator]	-12%	51*
CS(=O)Cc1cc(Sc2ccccc2)nc(-c2ccncc2)n1 (stereo unspecified)	-3	4%	0%	?	0%	-2
O=C(O)C1C2CCC(O2)C1C(=O)Nc1ccc(OC(F)F)cc1 (stereo unspecified)	-17	4%	11%	?	-35%	-2
Cc1ccc(S(=O)(=O)N2CCCC2CNC(=O)C(=O)NC2CCCC2)cc1 (stereo unspecified)	.	.	-11%	?	-4%	.
CCCOc1ccc(N2C(=O)CC(N3CCN(S(=O)(=O)c4ccccc4)CC3)C2=O)cc1 (stereo unspecified)	-19	3%	.	?	-6%	-3

Later entries
SMILES	Shiga toxin inh	FBPA Giardia inh	Pf growth 48h	Pf growth 96h	Sm TGR inh	Cycloheximide cs
Cn1cccc1C(=O)OCC(=O)N1c2ccccc2NC(=O)C1(C)C	-13	-1%	3%	-22%	1%	-3
Cc1cccc(NC(=O)COc2cccc3c2CCN(Cc2ccccc2)C3=O)c1C	-11	3%	?	?	-10%	-1
Cc1cccc(C(=O)NCC(c2ccco2)N(C)C)c1 (stereo unspecified)	7	4%	-12%	38%[activator]	-19%	6
O=C(c1ccc(F)cc1)N(C(=O)c1ccc(F)cc1)c1ncccn1	14	2%	?	51%[activator]	0%	4
CC1=C(C(N)=O)C(c2ccc(Cl)cc2Cl)n2ncnc2N1 (stereo unspecified)	-8	1%	1%	25%	-2%	1
CN1CCN(Cc2cn[nH]c2-c2ccc(F)cc2F)[C@@H](c2ccccc2)C1	-11	3%	38%[activator]	2.6µM*	6%	3
O=C(CC1OC(=O)c2ccccc21)Nc1ccccc1N1CCOCC1 (stereo unspecified)	8	5%	?	5%	-7%	-4
COc1ccc(NS(=O)(=O)c2cc3c(cc2C)N(C(C)=O)CCO3)c(OC)c1	10	-11%	-18%	-21%	7%	1
CCSc1nnc(NC(=O)CSc2nc(C)cc(C)n2)s1	1	-2%	.	?	-2%	-3
CC(C)CN1CCC(CN(C)Cc2nc(-c3cnccn3)no2)CC1	10	-4%	4%	10%	-24%	-2
OCCN1CCN(c2nc(-c3ccccc3O)nc3ccccc23)CC1	-1	-7%	-17%	?	4%	-3
C=C1C=CS(=O)(=O)N(C(CC(C)C)C(=O)OC)C1 (stereo unspecified)	-7	-8%	.	.	.	11
CN(C)C(=O)CSc1ccccc1C(=O)OCC(=O)NC1CC1	.	.	?	-26%	-7%	.
O=C(Nc1ccc(Cl)c(S(=O)(=O)N2CCCC2)c1)c1nn(CCO)c(=O)c2ccccc12	.	.	?	?	-23%	.
Cc1cc(=O)oc2c3c(cc(OCC(=O)Nc4cccnc4)c12)OC(C)(C)CC3	-5	2%	-24%	1.3µM*	0%	-6
Cn1c(SCC(=O)N2CCOCC2)nc(O)cc1=O	26	-11%	.	-16%	-10%	-4
O=C(OCCN1CCCC1=O)c1cc(F)c(F)c(F)c1F	-11	-1%	-18%	?	-1%	-10
CC(C)C(=O)Nc1c2c(nc3ccccc13)N(C)CC2	-5	3%	?	-11%	14%	3
Cc1cc(C)n(CCCNC(=O)c2ccc(C)c(S(=O)(=O)N3CCOCC3)c2)n1	.	.	?	?	4%	.
O=C(N/N=C\c1cc2c(cc1Cl)OCO2)c1cccs1	69*	.	64%[activator]	44%[activator]	-1%	26*
COc1ccccc1-c1csc2ncnc(Sc3nnnn3C)c12	.	.	?	?	-23%	.
COC(=O)c1ccc(CNC(=O)CSC(C)C(=O)Nc2cc(C)on2)cc1 (stereo unspecified)	.	.	1%	-1%	7%	.
CCCCNC(=O)Nc1ncn[nH]1	-5	0%	24%	23%	18%	-5
Cc1ccc(-n2c(C)cc(C=C3C(=O)CC(C)(C)CC3=O)c2C)cc1	-5	-8%	?	-18%	-36%	1
O=C1C2CCCN2C(c2ccc(Br)cc2)N1c1ccc(F)cc1 (stereo unspecified)	-10	5%	.	?	-16%	-5

A draw from above in order of length of the SMILES, low to high.
SMILES	Shiga toxin inh	FBPA Giardia inh	Pf growth 48h	Pf growth 96h	Sm TGR inh	Cycloheximide cs
CCCCNC(=O)Nc1ncn[nH]1	-5	0%	24%	23%	18%	-5
O=C1C2CCCN2C(c2ccc(Br)cc2)N1c1ccc(F)cc1 (stereo unspecified)	-10	5%	.	?	-16%	-5
COc1ccc(NS(=O)(=O)c2cc3c(cc2C)N(C(C)=O)CCO3)c(OC)c1	10	-11%	-18%	-21%	7%	1

Only Cycloheximide cs, for some of the entries so far:
mol | Cycloheximide cs
Cc1cccc(C(=O)NCC(c2ccco2)N(C)C)c1 (stereo unspecified) | 6
O=C(c1ccc(F)cc1)N(C(=O)c1ccc(F)cc1)c1ncccn1 | 4
CC1=C(C(N)=O)C(c2ccc(Cl)cc2Cl)n2ncnc2N1 (stereo unspecified) | 1

(continued)
SMILES	Shiga toxin inh	FBPA Giardia inh	Pf growth 48h	Pf growth 96h	Sm TGR inh	Cycloheximide cs
OC(CSc1ccccc1Cl)CN1CCN(c2ccccc2F)CC1 (stereo unspecified)	-8	-7%	?	-12%	-2%	-2
O=C(Cc1cccs1)N/N=C\c1ccc(O)cc1	51*	3%	14%	113%[activator]	0%	32*
CCOc1ccc2nc(NC3=NCN(Cc4ccco4)CN3)nc(C)c2c1	-19	-2%	?	15µM*	0%	-7
O=C(/C=C/c1ccc(F)cc1)NC(=S)NNC(=O)c1cccnc1	-5	?	14%	41%	-2%	-2
CC1(C)CC(=O)C(/C=N/n2cnc3ccccc3c2=O)=C(O)C1	5	18µM*	25%	?	25%	14*
COc1cc(/C=C2/NC(=O)NC2=O)cc(Br)c1OCc1ccc(C(=O)O)cc1	3	0%	3%	?	-5%	5
CCCCNC(=O)COC(=O)c1cc2c(C)nn(-c3ccccc3)c2s1	-17	6%	.	17%	8%[11.4 µM]	-2
O=C(N/N=C/c1c(Cl)cccc1Cl)c1cccc(F)c1	14	4%	33%[activator]	9%	35µM*	17

High-throughput results: PubChem BioAssay, National Center for Advancing Translational Sciences (NCATS)
